Assay outcomes deposited in PubChem BioAssay by several laboratories.
S1P1 ag pot = S1P1 (human) agonism or agonism potentiation; activation, % at 9.5 µM; AID 449; 0.57% of 56,000 active; P21453; S1P1 CRE-bla cells, forskolin, beta-lactamase FRET, potentiator mode; S1P1 agonist co-added at EC20, 2 nM; 100% = saturating reference agonist, 0% = basal;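 active = activation above a cutoff set at the mean activation of all tested compounds plus 3 SD, cut at about 54% in these data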;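 also: forskolin at 4 µM as EC80 and the EC20 agonist is SEW2871; 100% = SEW2871 at its EC100 plus forskolin at EC80; some compounds past the cut are filed as inactive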
HTR1E antagonist = 5-HT1E (human) receptor antagonism; 0.99% of 65,000 active; P28566; inhibition, % at 6 µM; CHO 5-HT1E Ga15 NFAT-bla reporter, FRET, antagonist;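 active = inhibition above a set limit, the mean inhibition across every tested compound plus 3 SD, cut at about 29% in these data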;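 also: signal is the 460 over 535 nm emission ratio of beta-lactamase substrate; 0% = agonist plus DMSO wells and 100% = wells without agonist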
HER2 expr 66K = Her2 kinase expression inhibition. P04626. SKBR-3 HER2 protein level, AlphaScreen, 18-24 h; stronger effect = lower value. HER2 level % of control, % at 10 µM. 0.69% of 65,000 active. AID 645;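 active = HER2 level under 5% of the carrier-only control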;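 also: 100% = DMSO carrier and 0% = 500 nM PU-H71 HSP90 inhibitor; lower value means stronger loss of Her2 protein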
Target sequence (P04626 whole entry, looked up): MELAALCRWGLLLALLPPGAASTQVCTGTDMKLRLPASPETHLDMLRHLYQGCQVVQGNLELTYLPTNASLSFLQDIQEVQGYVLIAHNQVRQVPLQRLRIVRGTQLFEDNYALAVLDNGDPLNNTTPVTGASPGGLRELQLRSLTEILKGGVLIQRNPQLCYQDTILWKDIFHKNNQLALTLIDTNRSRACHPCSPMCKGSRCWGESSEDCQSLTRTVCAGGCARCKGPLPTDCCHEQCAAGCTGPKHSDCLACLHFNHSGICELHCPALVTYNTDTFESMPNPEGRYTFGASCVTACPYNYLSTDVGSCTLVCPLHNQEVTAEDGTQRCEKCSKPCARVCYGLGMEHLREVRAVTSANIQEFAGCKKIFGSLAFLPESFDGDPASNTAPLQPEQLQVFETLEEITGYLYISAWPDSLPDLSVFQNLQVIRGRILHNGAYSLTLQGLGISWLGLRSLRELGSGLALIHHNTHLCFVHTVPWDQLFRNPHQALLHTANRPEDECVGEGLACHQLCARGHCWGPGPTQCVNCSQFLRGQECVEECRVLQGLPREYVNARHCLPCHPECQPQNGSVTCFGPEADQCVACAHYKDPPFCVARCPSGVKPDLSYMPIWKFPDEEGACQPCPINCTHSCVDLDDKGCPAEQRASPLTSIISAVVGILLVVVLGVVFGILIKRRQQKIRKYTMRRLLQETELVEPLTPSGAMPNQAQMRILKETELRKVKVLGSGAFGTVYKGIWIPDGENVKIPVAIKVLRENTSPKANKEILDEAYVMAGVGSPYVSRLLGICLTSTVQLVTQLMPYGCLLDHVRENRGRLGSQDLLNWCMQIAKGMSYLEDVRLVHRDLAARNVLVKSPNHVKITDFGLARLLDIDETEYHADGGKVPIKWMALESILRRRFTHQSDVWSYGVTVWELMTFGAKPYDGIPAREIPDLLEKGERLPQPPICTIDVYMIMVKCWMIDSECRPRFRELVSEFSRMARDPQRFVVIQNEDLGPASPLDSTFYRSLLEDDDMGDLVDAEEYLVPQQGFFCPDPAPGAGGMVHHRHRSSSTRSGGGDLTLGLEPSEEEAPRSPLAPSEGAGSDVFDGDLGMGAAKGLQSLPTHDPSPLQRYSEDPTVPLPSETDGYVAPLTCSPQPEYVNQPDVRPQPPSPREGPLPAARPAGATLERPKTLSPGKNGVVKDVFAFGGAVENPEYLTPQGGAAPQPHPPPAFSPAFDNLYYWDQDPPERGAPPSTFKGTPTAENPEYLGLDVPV
M1 agonist = activates the M1 muscarinic receptor; B-score at 10 µM; 3% of 64,000 active; CHO-M1 cells, Fluo-4 calcium fluorescence, agonist mode; stronger effect = higher value;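 active = fluorescence rise, raw or as B-score row- and column-corrected plate score, outside the 99.7% band of its plate's samples, either direction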
HEK293 NFkB inh = lowers PMA/ionomycin-induced NF-kB signal in HEK293 cells; HEK-293 NF-kB luciferase reporter, luminescence; AID 465; inhibition, % at 3 µM; 0.21% of 62,000 active;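 active = inhibition above the mean of all tested compounds plus 3 SD, cut at about 40% in these data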;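 also: 0% = stimulated DMSO wells and 100% = 10 µM reference inhibitor 5653914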
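System: NF-kB luciferase reporter HEK-293 cells | Replication: Single test | Control set: DMSO vs reference inhibitor | Evaluation: % inhibition | Schedule: 1 h pretreatment, 16 h stimulation, 37 °C | Probe or stimulus: PMA with ionomycin | Compound dosing: One dose, 3 µM | Detection: Luciferase luminescence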
M1 antagonist = M1 muscarinic receptor (rat) antagonism; B-score at 10 µM; P08482; 3.4% of 64,000 active; AID 628; CHO-M1 cells, Fluo-4 calcium, ACh EC80 antagonist mode; stronger effect = lower value;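 active = calcium fluorescence response, raw or row-and-column corrected B-score, differing from the plate sample mean either way at a set confidence level, mostly lower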
S1P3 ag = activates the human S1P3 receptor. S1P3 NFAT-BLA reporter cells, agonism, FRET ratio; relative to 1 µM S1P, basal subtracted. Q99500. activation, % at 4.5 µM. 0.1% of 60,000 active;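 active = activation above the screen-wide mean plus 3 SD, cut at about 4.5% in these data, passing the limit was not always enough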; also: some compounds called inactive have numbers as strong as hits
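material = human S1P3 NFAT-BLA reporter CHO cells | schedule = 4 h compound at 37 °C, 2 h substrate at RT | measured by = fluorescent BLA substrate, ex 405 nm, em 460/535 nm ratio | controls = 1 µM S1P reference | replication = primary once, confirmation triplicate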
Jurkat viability = cytotoxic compounds reducing Jurkat cell viability; inhibition, % at 4 µM; Jurkat E6.1 viability, ATP luminescence, 48 h; AID 463; 1.2% of 56,000 active;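 active = inhibition above the mean inhibition of all tested compounds plus 3 SD, cut at about 28% in these data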
HTR1E agonist = 5-HT1E (human) receptor agonism; activation, % at 6 µM; CHO 5-HT1E Ga15 NFAT-bla reporter, FRET; 0% DMSO wells, 100% control agonist wells; 0.69% of 65,000 active;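 active = activation above a set limit, the screen-wide mean activation plus 3 SD, cut at about 8.5% in these data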;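 also: 100% = positive control agonist at 1 µM giving full maximal response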
Numbers without * were called inactive; nt = no result given.

SMILES,S1P1 ag pot,HTR1E antagonist,HER2 expr 66K,M1 agonist,HEK293 NFkB inh,M1 antagonist,S1P3 ag,Jurkat viability,HTR1E agonist
Cc1ccc(Nc2cc(C)nn2-c2nc(C)cc(C)n2)cc1,-11,9,72,0.19,12,-0.029,-0.8,10,0.7
Cc1ccc(Cl)cc1N1CCN(C(=O)Cn2ccc3ccccc3c2=O)CC1,29,3,84,8.7*,8,-0.047,-0.5,2,0.0
COc1cc(NS(=O)(=O)c2ccc(NC(=O)C3CCCO3)cc2)nc(OC)n1 (centres undefined),5,2,90,0.0052,19,1.6,-0.6,-1,-0.5
CCn1c(CSc2nc(C)cs2)nc2cc(S(=O)(=O)N(C)C)ccc21,-3,-9,143,-0.83,1,-0.18,0.3,-4,-1.1
CCOc1ccc(N(CC(=O)O)S(=O)(=O)c2cccnc2)cc1,-13,2,100,-0.073,14,0.0025,-0.6,4,-0.6
Cc1ccc(NS(=O)(=O)c2cccc(C(=O)O)c2)c(C)c1,3,2,123,-0.37,11,0.42,1.1,-3,-0.1
CN1Cc2c(N)cccc2C(c2ccccc2)C1 (centres undefined),-7,-3,94,-0.43,nt,0.11,-2.1,nt,8.2
CCOc1ccccc1CNc1ccc(N2CCOCC2)c(C(=O)O)c1,-17,6,104,1.1,14,0.25,-1.3,2,-0.4
CC(=O)C1=C(O)C(=O)N(CO)C1c1ccccc1F (centres undefined),-11,-2,88,0.13,1,-0.083,-1.2,0,1.3
CN1CC(=O)NC1=NC(=O)C12CC3CC(CC(C3)C1)C2,-1,-1,117,0.052,6,-0.0018,-0.7,4,-0.1
CCOC(=O)N1CCC(NC(=O)Cn2cccc2C(=O)c2ccccc2C)CC1,-2,0,84,-0.016,5,-0.12,-0.8,6,-0.1
O=S(Cc1ccc(Cl)cc1)CC(O)COCc1ccc(Cl)cc1 (centres undefined),-5,0,95,-0.1,11,-0.21,-2.0,-2,-0.7
Cn1c(=O)oc2cc(S(=O)(=O)NC3CCCc4ccccc43)ccc21 (centres undefined),12,-3,114,-0.72,4,-0.62,-1.1,5,0.6
CCOC(=O)N1CCN(C(=O)c2ccc(CS(=O)(=O)c3ccccc3OC)o2)CC1,-5,-5,109,0.07,13,-0.038,-1.4,-5,0.1
CC12CN3CC(C)(CN(C1)C3c1cc(Br)ccc1O)C2=O (centres undefined),9,-1,119,-0.39,2,0.015,-0.1,1,0.0
O=C(Nc1cccc(-c2nc3ccccc3[nH]2)c1)c1ccco1,-47,13,86,0.89,-9,-0.61,-0.7,-1,-1.1
CCc1nc(SC)[nH]c(=O)c1C,12,-3,153,0.91,11,0.54,-1.0,4,0.8
CCCn1c2c(c(O)c(C(=O)Nc3ccc(OCC)cc3)c1=O)CCCC2,3,0,82,1.9,9,0.62,-0.4,8,-0.3
Cn1c(SCC(=O)N2CCCCC2)nc2cccnc21,-3,-4,100,-0.22,-3,0.7,0.0,-4,-0.2
OCc1nc2ccccc2n1CC(O)COc1ccccc1 (centres undefined),-2,-1,112,-0.38,3,0.27,-1.1,-6,-0.5
O=C(CCCCCN1C(=O)c2ccccc2C1=O)Nc1ccc(S(=O)(=O)N2CCCCC2)cc1,20,-16,65,-0.18,24,0.61,-0.4,15,1.7
COC(=O)c1cc(NCc2c(F)cccc2Cl)ccc1N1CCOCC1,31,6,77,-0.11,15,-1.1,-0.5,13,-0.4
Cc1ncoc1C(=O)Nc1ccc2c(c1)OCCO2,nt,6,111,-0.36,6,0.72,nt,nt,-0.3
COc1ccc2c(c1OC)C(=O)NC(C)=C(C(=O)OC(C)(C)C)C2O (centres undefined),-22,-4,66,1.1,11,0.88,-0.7,-2,-0.5
COc1cc2c(C)nc3onc(-c4ccccc4)c3c2cc1OC,nt,6,87,-0.19,3,0.22,-0.7,10,0.6
O=C(Nc1cnc2ccccn2c1=O)c1ccc(F)cc1,nt,-1,111,0.77,-18,1.2,0.4,-3,0.5
COc1ccccc1N1CCN(C(=O)c2ccc(S(=O)(=O)N3CCCC3)cc2)CC1,-13,3,58,-2,5,-0.54,0.0,0,0.1
CCCCNC(=O)C(C#N)c1nc2ccccc2nc1N1CCN(Cc2ccc3c(c2)OCO3)CC1 (centres undefined),2,-11,78,7.6,nt,0.28,-2.0,nt,-0.3
Cc1ccccc1OCc1nc(-c2ccccc2)no1,nt,11,62,-2.4*,-19,-0.71,-0.9,9,-0.4
CCCn1c(NC(=O)c2cccc(S(=O)(=O)N3CCCC3)c2)nc2ccccc21,74*,20,-3.3*,1.3,32,-0.22,-1.1,44*,1.4
Cc1cccc(C)c1NC(=O)CSc1nnc(-c2ccoc2C)n1CCc1ccccc1,-3,-9,129,0.47,9,1,-1.0,-2,0.0
CCOC(=O)/C(C#N)=C1/C=CN(Cc2ccccc2)C=N1,-12,-8,106,-0.16,9,2.3,-0.5,-3,-0.4
Brc1ccc(-c2nnc3sc(CN4CCN(c5ccccc5)CC4)cn23)cc1,-3,3,81,0.086,0,-0.025,-0.8,-2,-1.1
Cc1ccc(S(=O)(=O)Cn2nnnc2C(C)N2CCN(C(=O)c3ccco3)CC2)cc1 (centres undefined),24,-6,135,-1,15,1.3,-0.8,2,-0.3
Cc1cccc2cc(CN(CCCO)C(=O)Nc3ccc(Cl)cc3)c(=O)[nH]c12,nt,-9,82,0.22,8,-0.12,nt,nt,2.1
Cc1sc(NC(=O)c2ccco2)c(CN2CCN(c3ccccn3)CC2)c1C,8,4,71,-0.06,18,-0.56,-0.5,9,-0.4
COC(=O)c1ccc(C(=O)OC)c(NC(=O)CSc2nc(-c3ccco3)cc(C(F)(F)F)n2)c1,-2,0,94,-0.013,18,1.2,0.4,-6,-0.6
CC(NC(=O)C1CCCCC1)c1ccc2c(c1)OCCO2 (centres undefined),-5,-6,106,-0.095,18,-0.54,1.1,0,-0.1
CCOC(=O)C1C(=O)Nc2nc(C)nn2C1c1ccccc1 (centres undefined),9,-8,111,0.33,7,-0.021,-0.9,-1,0.6
Cc1nccc2[nH]c(=O)c(C(=O)NC3CCN(Cc4ccccc4)CC3)cc12,0,-13,78,-0.042,8,0.43,-1.1,5,1.0
CCC(C)OC(=O)C1=C(C)NC2=C(C(=O)C(C(=O)OC)C(C)C2)C1c1ccc(N(C)C)cc1 (centres undefined),nt,8,nt,-0.41,14,1.2,nt,nt,0.7
CC(=O)Nc1sc2c(c1CN1CCN(c3ccccn3)CC1)CCCC2,15,-3,95,-0.3,15,-0.53,-0.6,-4,-0.4
O=C(NCc1cccnc1)C1CC(=O)N(C2CCCCC2)C1 (centres undefined),-14,-8,114,0.79,4,-0.74,1.3,-5,0.0
O=C(CN1C(=O)CSC1=O)Nc1ccc2c(c1)OCCO2,1,-3,93,-0.26,13,0.59,0.0,-4,-0.1
CCOc1ccc(-n2c(=O)[nH]cc(C(=O)N3CCc4ccccc43)c2=O)cc1,-22,2,80,-0.18,10,0.17,-0.1,-1,-0.4
COc1ccc2[nH]c(=O)c(CN(Cc3nnnn3Cc3ccccc3)CC3CCCO3)cc2c1 (centres undefined),13,2,124,-0.47,20,0.72,-0.9,7,-0.1
N=c1n(CCO)c2ccccc2n1Cc1ccc(Cl)cc1,8,-12,97,-0.37,0,-0.17,-0.3,-5,-0.2
COC(=O)[C@H](CCSC)NC(=O)NC1CCN(Cc2ccccc2)CC1,6,-10,91,-0.012,3,-0.15,-0.5,-3,0.8
COc1ccc(C(=O)Nc2ccccc2C(N)=O)cc1,-4,-1,101,-0.66,-9,0.34,-0.4,5,-0.5
CCOC(=O)C(NC(=O)c1ccccc1)=C1C=C(C)OC(C)=C1,-13,14,94,-0.95,-3,0.29,-1.0,1,0.6
COc1ccccc1N1CCN(c2cc(=O)n(-c3ccccc3Cl)c(=O)[nH]2)CC1,-21,-10,93,-0.41,26,0.28,-0.4,-16,-0.5
CCC(=O)Nc1ccc(NC(=O)c2ccco2)cc1,nt,-3,63,-0.04,-21,-0.026,nt,nt,0.3
O=c1c2c3c(sc2ncn1/N=C/c1ccco1)CCCC3,-20,-1,91,1.2,12,0.6,-0.1,-4,0.1
c1ccc(-c2oc3ncnc(NCCCn4ccnc4)c3c2-c2ccccc2)cc1,-14,29*,57,0.037,18,-3.9*,-0.7,9,-0.6
COC(=O)C1=CN(CCCN2CCCC2=O)C=C(C(=O)OC)C1c1ccccc1C(F)(F)F,111,-1,101,-0.011,-4,-0.52,1.8,-3,6.4
Cc1ccccc1CSc1nncn1N,-18,-4,86,-0.056,-4,0,0.4,-8,-0.2
O=C(Nc1ccc(NC(=O)c2ccco2)nc1)c1ccccn1,nt,-2,131,1.6,-21,1.3,nt,nt,34*
COc1ccc(-c2nnc3c4ccccc4c(C)nn23)cc1S(=O)(=O)N1CCN(CCO)CC1,-73,18,95,0.53,12,-1.2,0.2,-3,1.0
CSc1ccccc1-n1nnnc1SCC(=O)NCc1cccs1,-16,-6,119,-0.79,-1,0.81,0.7,2,-0.7
COc1ccc(CNC(=O)C2CCN(S(=O)(=O)c3cc(OC)ccc3OC)CC2)cc1,2,-4,62,-1.1,1,0.061,-0.7,6,0.1

2 of the compounds above, field by field:
CCOC(=O)C1C(=O)Nc2nc(C)nn2C1c1ccccc1 (centres undefined)
  S1P1 ag pot = 9	HTR1E antagonist = -8	HER2 expr 66K = 111	M1 agonist = 0.33	HEK293 NFkB inh = 7	M1 antagonist = -0.021	S1P3 ag = -0.9	Jurkat viability = -1	HTR1E agonist = 0.6

Cc1nccc2[nH]c(=O)c(C(=O)NC3CCN(Cc4ccccc4)CC3)cc12
  S1P1 ag pot = 0	HTR1E antagonist = -13	HER2 expr 66K = 78	M1 agonist = -0.042	HEK293 NFkB inh = 8	M1 antagonist = 0.43	S1P3 ag = -1.1	Jurkat viability = 5	HTR1E agonist = 1.0

Following part:
SMILES,S1P1 ag pot,HTR1E antagonist,HER2 expr 66K,M1 agonist,HEK293 NFkB inh,M1 antagonist,S1P3 ag,Jurkat viability,HTR1E agonist
CCOc1ccc2nc(NC(=O)CSc3nc4ccccc4c(=O)n3Cc3ccco3)sc2c1,-7,-2,81,-0.69,12,-0.27,-1.5,5,-0.5
O=C(CSc1nnc(COc2ccc(F)cc2)o1)N1c2ccccc2CCc2ccccc21,8,3,88,1.4,12,-0.73,-0.7,19,0.0
CCn1c(=O)c(=O)[nH]c2cc(C(=O)N3CCN(c4ccccc4F)CC3)ccc21,-3,-1,69,0.025,12,0.12,-0.4,0,0.9
CCN(CCCNC(=O)c1c(C)cc(=O)oc1C)c1cccc(C)c1,nt,5,113,-0.2,25,-2.9*,nt,nt,0.7
Cc1ccc(S(=O)(=O)NCc2cn3ccsc3n2)c(C)c1,-17,1,111,-0.033,16,0.37,6.9,0,0.0
Cc1cc(C(=O)CSc2nnc(NCc3ccccc3)s2)c(C)n1C,35,19,76,-0.38,13,-3.5*,-1.8,34*,0.3
O=C(CCNS(=O)(=O)c1ccccc1F)NCc1ccc2c(c1)OCO2,4,6,88,-0.64,17,0.77,-0.2,-1,-1.1
Cc1cc(NC(=O)CSc2nc3ccsc3c(=O)n2NC(=O)c2ccccc2)no1,nt,-1,169,0.05,0,-0.12,nt,nt,1.0
